# Compound activity: PubChem BioAssay, National Center for Advancing Translational Sciences (NCATS)
# Tau fluor cs: counter-screen for tau fibril formation inhibitors. tau K18 P301L (four-repeat tau fragment) Alexa594 fluorescence, heparin fibrillization. Potency, µM (series often up to 57.7 µM), for the others: at the top dose activity change, negative = decrease. 280,000 tested, 0.93% active; also: potency is read from the fitted curve at half-maximal effect; % is scaled to controls: 0 for no effect and ±100 for the full control effect; nearly all actives have a fitted effect of over 55% in size
#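 Human K18 P301L tau (15 uM unlabeled plus 0.24 uM Alexa 594-labeled, final) in 100 mM sodium acetate pH 7 was mixed with compound and 20 uM heparin and incubated 6 hr at 37 C.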
# Tau fibril FP: tau fibrillization inhibition (FP) | Potency, µM (series often up to 57.7 µM), for the others: top-dose activity, negative = inhibition, actives largely listed as inhibitors | 280,000 tested, 0.39% active | AID 1468 | P10636 | K18 P301L tau heparin fibrillization, Alexa594 FP, 6 h; also: potency is read from the fitted curve at half-maximal effect; % is scaled to controls: 0 for no effect and ±100 for the full control effect; nearly all actives have a fitted effect of over 55% in size
# Target sequence (P10636 561-689 P618L limits assumed): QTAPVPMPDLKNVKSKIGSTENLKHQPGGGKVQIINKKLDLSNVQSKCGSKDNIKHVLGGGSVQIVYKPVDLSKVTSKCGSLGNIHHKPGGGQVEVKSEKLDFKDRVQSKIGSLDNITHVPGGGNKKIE
#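 K18 P301L tau (15 uM unlabeled/0.24 uM Alexa 594-labeled, final) + compound + heparin 20 uM final; 100 mM NaOAc pH 7; 6 hr 37 C; ThT 30 uM final added, 1 hr RT; FP ex 555/em 632 nm.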
# TRb SRC2 PPI: disrupts binding of human TR beta to SRC2; TRbeta-SRC2 peptide binding, fluorescence polarization; receptor liganded with 1 µM T3; Potency, µM (highest dose often 106 µM), for the others: at the top dose activity change, negative = inhibition, actives largely listed as inhibitors; AID 1469; 280,000 tested, 0.065% active;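 also: potency is read from the fitted curve at half-maximal effect; plate controls were bound peptide for no effect and peptide without receptor for full effect; nearly all actives have a fitted effect of over 50% in size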
# Target sequence (P10828 whole entry, looked up): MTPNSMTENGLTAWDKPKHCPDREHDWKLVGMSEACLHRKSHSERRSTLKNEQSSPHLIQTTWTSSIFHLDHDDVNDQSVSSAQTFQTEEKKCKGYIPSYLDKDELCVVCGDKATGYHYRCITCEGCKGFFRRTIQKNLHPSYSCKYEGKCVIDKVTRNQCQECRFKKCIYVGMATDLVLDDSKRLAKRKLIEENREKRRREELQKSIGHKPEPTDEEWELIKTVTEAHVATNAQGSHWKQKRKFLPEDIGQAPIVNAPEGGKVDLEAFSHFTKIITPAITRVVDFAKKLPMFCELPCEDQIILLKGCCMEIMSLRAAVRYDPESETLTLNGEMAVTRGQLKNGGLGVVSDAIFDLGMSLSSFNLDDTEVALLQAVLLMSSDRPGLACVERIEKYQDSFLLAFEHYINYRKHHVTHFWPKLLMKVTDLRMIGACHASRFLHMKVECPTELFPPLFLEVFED
#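 Assay buffer: 20 mM Tris-HCl, 100 mM NaCl, 10% glycerol, 1 mM EDTA, 0.01% NP-40, 1 mM DTT, 1 uM T3, 5% DMSO; TRb LBD 0.6 uM, Texas Red SRC2 20 nM; FP after 5 hr.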
# Epigenetic reg: epigenetic control regulation, reporter derepression | 280,000 tested, 0.2% active | Potency, µM (top dose mostly 53.9 µM), without a hit: top-dose GFP activation, actives largely listed as activators | AID 1865 | murine LDR cells, GFP reporter derepression, 30 h; also: potency is read from the fitted curve at half-maximal effect; % of control where 0% means no effect; nearly all actives have a fitted effect of over 60% in size
#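 In this reporter-derepression format, murine cells bearing a silenced integrated CMV-GFP locus incubate with test compound (30 h, 37 C), then are washed and imaged; fluorescent objects of 20–120 um count as induced cells.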
# NPSR antagonist: neuropeptide S receptor (human) antagonism, cAMP | CHO-NPSR cells, cAMP TR-FRET, antagonist mode | Q6W5P4 | Potency, µM (highest dose often 38.3 µM), inactives show at the highest dose activity change, negative = inhibition, usual class: inhibitors | 220,000 tested, 1% active; also: potency is read from the fitted curve at half-maximal effect; % is scaled to controls: 0 for no effect and ±100 for the full control effect; nearly all actives have a fitted effect of over 50% in size; many of its hits are not listed in these tables
# aGal spleen mod: inhibits or activates alpha-galactosidase in human spleen homogenate; P06280; human spleen homogenate, 4MU-alpha-Gal fluorescence, 40 min; Potency, µM (doses to about 80 µM), without a hit: top-dose activity change, negative = inhibition, usual class: inhibitors; 240,000 tested, 0.008% active;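 also: potency is read from the fitted curve at half-maximal effect; 0% = enzyme with vehicle and -100% = no enzyme basal signal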
# Target sequence (P06280 32-429 limits assumed): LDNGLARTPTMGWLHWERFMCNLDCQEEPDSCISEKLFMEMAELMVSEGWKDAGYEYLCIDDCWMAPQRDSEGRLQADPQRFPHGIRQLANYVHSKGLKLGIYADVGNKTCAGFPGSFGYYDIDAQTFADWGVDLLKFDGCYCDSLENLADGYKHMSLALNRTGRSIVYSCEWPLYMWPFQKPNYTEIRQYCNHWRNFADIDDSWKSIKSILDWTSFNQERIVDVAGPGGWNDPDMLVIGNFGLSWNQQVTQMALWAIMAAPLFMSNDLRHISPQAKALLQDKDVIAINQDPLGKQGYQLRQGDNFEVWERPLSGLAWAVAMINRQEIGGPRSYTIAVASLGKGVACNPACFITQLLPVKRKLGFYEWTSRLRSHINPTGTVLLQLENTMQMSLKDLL
#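 Fluorogenic readout (Ex 365/Em 440 nm) of 4-methylumbelliferone released from 1 mM 4-MU-alpha-galactoside by spleen homogenate, 40 min at 37C, pH 5.0. Data normalized to no-enzyme and enzyme controls; Hill-equation AC50 from compound titrations.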
# CBFb RUNX1 block: inhibitors of human CBF-beta and RUNX1 interaction | Q01196+Q13951 | Potency, µM (titrated, usually from 59.8 µM), for the others: top-dose activity, negative = inhibition, actives largely listed as inhibitors | AlphaScreen CBFb-His/RUNX1-biotin binding, biochemical | AID 1477 | 230,000 tested, under 10 active; also: % of control where 0% means no effect
#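 AlphaScreen proximity signal reports loss of binding between His-tagged CBF-beta and biotin-labelled RUNX1, each at 30 nM. Proteins are pre-associated for 20 minutes, compounds added for 15 minutes, then beads for 90 minutes, all at ambient temperature.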
# TexasRed fluor: counter-screen for TRb-SRC2 inhibitors: fluorescence interference | 280,000 tested, 0.29% active | Potency, µM (top dose mostly 106 µM), inactives show at the highest dose fluorescence change, negative = quenching | AID 1479 | TRb/SRC2 Texas Red total fluorescence interference; active = well fitted curve in either direction with a large enough effect; inconclusive = small, poorly fitted or top-dose-only effect; also: potency is read from the fitted curve at half-maximal effect; % is scaled to controls: 0 for no effect and ±100 for the full control effect
#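 Flags fluorescent or light-absorbing compounds by total fluorescence, S + 2P, at 555 nm excitation and 632 nm emission. Mixture: 20 nM Texas Red SRC2 peptide, 0.6 uM human TRb LBD, 1 uM T3, 5% DMSO; compound exposure 5 h at ambient temperature.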
# Starred values were filed as active, the others as inactive; u = inconclusive; x = no result given; & = joins results of further samples; ! = not confirmed by another sample; [ ] = remark or other dose. Unless noted, calls follow the shape of the dose curve; as a rule, active = well fitted curve in the direction sought with a large enough effect; inconclusive = small, poorly fitted or top-dose-only effect, or another doubt; inactive = no such curve, though single readings can be large; an effect the other way counts as inactive or inconclusive. Some of the compounds tested; the hit share may differ from the screen's.
# Field names – A = Tau fluor cs; B = Tau fibril FP; C = TRb SRC2 PPI; D = Epigenetic reg; E = NPSR antagonist; F = aGal spleen mod; G = CBFb RUNX1 block; H = TexasRed fluor
C=CCSc1n[nH]c(=O)n1-c1cccc(C(F)(F)F)c1
  A = 13% | B = -3% | C = -4% | D = -1.3% | E = -6% | F = 3% | G = u | H = -1%
Cc1cc(-c2nnc3sc(-c4ccc(Cl)cc4Cl)nn23)n[nH]1
  A = -9% | B = -7% | C = 17% | D = -6.2% | E = u | F = -1% | G = -4% | H = 0%
C=CCn1c(SCC(=O)Nc2nnc(CC)s2)nnc1-c1ccncc1
  A = 4% | B = 6% | C = -5% | D = -1.2% | E = 5% | F = -4% | G = 10% | H = -1%
Cn1c(CNC(=O)c2ccc(F)cc2)nc2ccccc21
  A = 1% | B = 4% | C = -2% | D = 0.0% | E = -4%[46.1 µM] | F = -2% | G = 7% | H = -2%
COC(=O)CCCC1=CC2=CC(=O)C(C)(OC(=O)c3cccs3)C(=O)C2=CN1c1ccc(CO)cc1 (stereo not given)
  A = -4%[11.6 µM] | B = 3%[11.6 µM] | C = -1%[11.2 µM] | D = x | E = x | F = 8%[17.5 µM] | G = -5%[13.1 µM] | H = -2%[11.2 µM]
Cc1cccc(N2CCN(C(=O)C3(S(=O)(=O)c4ccc(Cl)cc4)CC3)CC2)c1C
  A = -16% | B = -6% | C = 3% | D = -0.5% | E = -24% | F = 3% | G = -8% | H = 1%
Cc1cc(CN2CCCCC2)oc1C(=O)O
  A = -3% | B = 4% | C = 1% | D = 0.1% | E = -2%[46.1 µM] | F = -1% | G = 3% | H = -3%
CCOC(=O)N1CCN(C(=S)Nc2cccc(C)c2)CC1
  A = 7% | B = 7% | C = -1% | D = -0.9% | E = -1%[46.1 µM] | F = 9% | G = 0% | H = 2%
Cc1ccc(C(=O)OCC(=O)Nc2sc3c(c2C#N)CCCC3)cc1NC(=O)c1ccco1
  A = u | B = -3% | C = 11% | D = -1.0% | E = -14%[46.1 µM] | F = 0% | G = -10% | H = 4%
c1ccc2c(c1)CCCN2Cc1nnnn1C1CCCC1
  A = -19% | B = 4% | C = -6% | D = -1.0% | E = -5%[46.1 µM] | F = 6% | G = -4% | H = -2%
CC(Oc1cccc2cccnc12)C(=O)N/N=C/c1ccccc1 (stereo not given)
  A = -1% | B = 2% | C = 8% | D = -1.7% | E = 2% | F = 4% | G = 2% | H = 1%
CCN(CC)S(=O)(=O)c1ccc(NC(=O)c2c(C)oc3ncnc(N4CCOCC4)c23)cc1
  A = 3% | B = 3% | C = 5% | D = -1.3% | E = x | F = x | G = x | H = -5%
CCOCCn1c(CC)nc2ccccc21
  A = -12% | B = -4% | C = -3% | D = 2.3% | E = -11% | F = 2% | G = 2% | H = 0%
CCCNc1nc2c(c(=O)n(C)c(=O)n2C)n1Cc1ccc(F)cc1
  A = -12% | B = 6% | C = -13% | D = 1.3% | E = 7%[46.1 µM] | F = -6% | G = 9% | H = -7%
COc1ccc(C(=O)Cc2cc(OC)c(OC)cc2[N+](=O)[O-])c(OC)c1
  A = -9% | B = -1% | C = 0% | D = 0.0% | E = -9%[46.1 µM] | F = 3% | G = 4% | H = -3%
COc1cc2c(c(OC)c1OC)C(=O)CC2
  A = -4% | B = -7% | C = -10% | D = 1.4% | E = -14% | F = -15% | G = 4% | H = 9%
O=C1Nc2ccc(I)cc2/C1=C/c1cc(Br)c(O)c(Br)c1
  A = 14µM*![quencher] | B = u | C = 5%&11%&-4%&-1% | D = -0.2%&0.0%&16% | E = -24%[46.1 µM] | F = 7%&10%&-20%&5% | G = u | H = u
Cc1nc2nc3c(cn2n1)C(=O)CC(c1ccccc1)C3 (stereo not given)
  A = 6% | B = 6% | C = -3% | D = 1.5% | E = -8%[46.1 µM] | F = -14% | G = 4% | H = -9%
CC(=O)c1cc2c(cc1NC(=O)CSc1nc3ccccc3o1)OCO2
  A = -16% | B = -1% | C = 7% | D = -2.1% | E = -14%[46.1 µM] | F = 0% | G = 2% | H = 2%
Cc1cccc(CCNC(=O)C2CCC(CNS(=O)(=O)c3cccs3)CC2)c1 (stereo not given)
  A = -9% | B = -4% | C = -1% | D = -0.2% | E = -20% | F = 2% | G = 2% | H = -5%
COc1ccc(C(=O)NC(=S)Nc2ccc(CN3CCOCC3)cc2)cc1OC
  A = 5% | B = 1% | C = 1% | D = 0.0% | E = -4% | F = -7% | G = -3% | H = 4%
Nc1ccc(Nc2ccccc2N)cc1
  A = 14µM*[quencher] | B = u | C = 6% | D = 0.0% | E = -3%[46.1 µM] | F = 1% | G = -20% | H = -3%
N#Cc1c(NC(=O)C2CC(c3c(F)cccc3Cl)=NO2)sc2c1CCC2 (stereo not given)
  A = -24% | B = -13% | C = -5% | D = -1.0% | E = -2% | F = -3% | G = 0% | H = 0%
O=C(NC(Cc1ccccc1)C(=O)O)/C(=C/c1ccc([N+](=O)[O-])cc1)NC(=O)c1ccccc1Br (stereo not given)
  A = -3% | B = 8% | C = -1% | D = 4.9% | E = 23% | F = -7% | G = -6% | H = 4%
COc1cccc(C(=O)OCCCN(C)C)c1
  A = 7% | B = 5% | C = -6% | D = -0.6% | E = 7% | F = -7% | G = 0% | H = 1%
COCc1n[nH]c(=S)n1-c1ccccc1
  A = -11% | B = 4% | C = 3% | D = -1.3% | E = -3%[46.1 µM] | F = 6% | G = -2% | H = 0%
CC1CCCN(CCC(=O)c2ccc(Br)cc2)C1 (stereo not given)
  A = 0% | B = 12% | C = -15% | D = 12% | E = -6%[46.1 µM] | F = -3% | G = 10% | H = -3%
Cc1ccc(NC(=S)NCCN(C2CCCCC2)C2CCCC2)cc1C
  A = -22% | B = 4% | C = -6% | D = 0.1% | E = -46% | F = -11% | G = 8% | H = -2%
CNC(=O)C1CC(=O)N(CCc2ccc(OC)cc2)C(=Nc2ccc(OC)cc2)S1 (stereo not given)
  A = -11% | B = 1% | C = 4% | D = -1.0% | E = -7% | F = 1% | G = -4% | H = 2%
O=C1C2CC=CCC2C(=O)N1c1ccc(OCC(O)Cn2nnc3ccccc32)cc1 (stereo not given)
  A = -8% | B = 6% | C = 2% | D = -0.9% | E = -28%[46.1 µM] | F = -1% | G = 1% | H = 3%
O=C1CS(=O)(=O)C2(C(=O)N(Cc3ccccc3Cl)c3ccccc32)N1c1ccc(F)cc1 (stereo not given)
  A = -11% | B = -6% | C = 5% | D = -0.2% | E = x | F = x | G = x | H = -3%
COc1ccccc1Nc1c2c(nc3ccc(NC(=O)c4ccc(N(C)C)cc4)cc13)CCCC2
  A = 11µM*[quencher] | B = 0% | C = -3% | D = -1.3% | E = x | F = x | G = x | H = -4%
CCC(=NCCc1c(C)[nH]c2ccc(C)cc12)C1=C(O)CC(c2ccccc2)CC1=O (stereo not given)
  A = u | B = u | C = 7% | D = 6.6% | E = -36% | F = 2% | G = -15% | H = -1%
N#Cc1ccc(CSc2nnc(-c3c[nH]c4ccccc34)n2-c2ccccc2)cc1
  A = u | B = -1% | C = 6% | D = 2.1% | E = -45% | F = 7% | G = 2% | H = 2%
Cc1[nH]c2ccccc2c1SCc1n[nH]c(=S)n1C
  A = -19% | B = -5% | C = -5% | D = 3.1% | E = -5% | F = -6% | G = 10% | H = -4%
CCOC(=O)c1[nH]c2ccc(C)cc2c1N=CN(CC)CC
  A = -9% | B = 9% | C = -5% | D = 0.8% | E = -21%[46.1 µM] | F = -2% | G = -8% | H = -1%
Cc1ccc(-n2nc(CO)c(C(=O)NCCc3ccccc3)n2)cc1C
  A = 1% | B = -6% | C = -9% | D = -2.2% | E = x | F = x | G = x | H = 1%
CCNc1nc(Cl)nc(-c2cn(-c3ccccc3)c3ccccc23)n1
  A = -3% | B = -7% | C = 14% | D = 5.9% | E = u | F = 3% | G = 7% | H = -1%
COC(=O)N/N=C/c1ccccc1OCCOc1ccc(OC)cc1
  A = 0% | B = 8% | C = -6% | D = -4.0% | E = -1% | F = 3% | G = 15% | H = -1%
Cc1c(CNC(=O)c2nn3c(c2Cl)NC(c2ccccc2)CC3C(F)(F)F)cnn1C (stereo not given)
  A = 5% | B = -1% | C = -2% | D = -1.2% | E = -16%[46.1 µM] | F = -1% | G = 4% | H = -4%
COc1ccc(/C=C/C(=O)NCCc2ccc(OC)c(OC)c2)cc1
  A = -8% | B = -2% | C = 12% | D = 0.0% | E = 9% | F = 8% | G = 3% | H = -1%
COc1ccc(C(=O)c2oc3ccccc3c2NC(=O)COc2c(C)cc(C)cc2C)cc1
  A = -16% | B = u | C = 3% | D = 0.0% | E = x | F = x | G = x | H = 1%
O=C(c1ccc(S(=O)(=O)N2CCOCC2)cc1)N1CCN(c2ccccn2)CC1
  A = -8% | B = -6% | C = -10% | D = 0.5% | E = 5% | F = -9% | G = 1% | H = -2%
C=CCN(c1ccc(C(=O)Nc2cccc(C)c2)cc1)S(C)(=O)=O
  A = 0% | B = -10% | C = -4% | D = -1.5% | E = -2% | F = -8% | G = 5% | H = 1%

# Gathered by group, those above with a cyano group (3)
# Field names – A = Tau fluor cs; B = Tau fibril FP; C = TRb SRC2 PPI; D = Epigenetic reg; E = NPSR antagonist; F = aGal spleen mod; G = CBFb RUNX1 block; H = TexasRed fluor
Cc1ccc(C(=O)OCC(=O)Nc2sc3c(c2C#N)CCCC3)cc1NC(=O)c1ccco1
  A = u | B = -3% | C = 11% | D = -1.0% | E = -14%[46.1 µM] | F = 0% | G = -10% | H = 4%
N#Cc1c(NC(=O)C2CC(c3c(F)cccc3Cl)=NO2)sc2c1CCC2 (stereo not given)
  A = -24% | B = -13% | C = -5% | D = -1.0% | E = -2% | F = -3% | G = 0% | H = 0%
N#Cc1ccc(CSc2nnc(-c3c[nH]c4ccccc34)n2-c2ccccc2)cc1
  A = u | B = -1% | C = 6% | D = 2.1% | E = -45% | F = 7% | G = 2% | H = 2%
